# Source: PubChem BioAssay
# STK33 inh: blocks human STK33 kinase activity | purified STK33, MBP phosphorylation, ADP-Glo luminescence | Q9BYT3 | actives 0.073% (n = 320,000) | inhibition, % at 10 µM;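 active means inhibition at or above 25%, using the most active replicate where run in duplicate; inactive means inhibition below 25%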
# Target sequence (Q9BYT3 whole entry, looked up): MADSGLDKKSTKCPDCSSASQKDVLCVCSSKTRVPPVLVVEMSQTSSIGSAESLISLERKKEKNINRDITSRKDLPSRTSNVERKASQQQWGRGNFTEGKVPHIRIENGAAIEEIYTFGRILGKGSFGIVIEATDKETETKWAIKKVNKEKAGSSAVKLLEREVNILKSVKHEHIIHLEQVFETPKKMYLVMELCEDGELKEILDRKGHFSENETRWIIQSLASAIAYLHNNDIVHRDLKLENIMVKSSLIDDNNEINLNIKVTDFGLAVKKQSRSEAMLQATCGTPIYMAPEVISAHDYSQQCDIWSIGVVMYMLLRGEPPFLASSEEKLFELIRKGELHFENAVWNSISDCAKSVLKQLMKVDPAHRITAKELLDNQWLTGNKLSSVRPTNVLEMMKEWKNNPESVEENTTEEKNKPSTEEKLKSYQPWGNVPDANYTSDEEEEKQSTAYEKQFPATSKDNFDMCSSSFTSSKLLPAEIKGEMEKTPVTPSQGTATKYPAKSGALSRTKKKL
# OX1R antag: OX1R (human) antagonism. OX1R-expressing cells, FRET antagonist read-out. actives 1.8% (n = 330,000). O43613. inhibition, % at 6.6 µM; in the data active means inhibition mostly above about 38%, no sharp cut-off; inactive means mostly below about 40%;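 further: 0% = agonist challenge alone and 100% = reference antagonist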
# Target sequence (O43613 whole entry, looked up): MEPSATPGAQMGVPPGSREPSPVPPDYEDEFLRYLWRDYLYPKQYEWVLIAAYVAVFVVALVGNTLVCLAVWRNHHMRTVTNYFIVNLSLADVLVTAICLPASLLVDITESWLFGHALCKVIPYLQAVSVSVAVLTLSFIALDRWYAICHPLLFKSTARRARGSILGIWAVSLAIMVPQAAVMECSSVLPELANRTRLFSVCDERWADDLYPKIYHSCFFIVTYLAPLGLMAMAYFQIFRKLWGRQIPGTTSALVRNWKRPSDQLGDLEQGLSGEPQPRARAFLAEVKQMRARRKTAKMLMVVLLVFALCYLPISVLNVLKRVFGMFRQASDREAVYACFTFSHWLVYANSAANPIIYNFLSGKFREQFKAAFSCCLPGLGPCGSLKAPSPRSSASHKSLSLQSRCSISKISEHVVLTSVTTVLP
# Active calls of the source: *; . = no result given. Rows were taken by chance, and some 1.8% of all compounds hit somewhere here.
SMILES,STK33 inh,OX1R antag
COc1ccc(OC)c(C2C(C(C)=O)=C(O)C(=O)N2CCN2CCOCC2)c1 (stereo unspecified),-2.9,15
CC1CCN(c2ccc(C(=O)NCc3ccc4c(c3)OCO4)cc2[N+](=O)[O-])CC1,-0.2,27
CN(CC(=O)NCc1ccc(F)cc1)S(=O)(=O)c1ccc2c(c1)n(C)c(=O)c(=O)n2C,-2.4,15
CCOc1cc(N2CCOCC2)c(OCC)cc1NC(=O)CN1C(=O)C2C3C=CC(C3)C2C1=O (stereo unspecified),-1.5,2
COc1cccc(/C=N/NC(=O)CCn2c3ccccc3c3ccccc32)c1,0.2,33
COC(=O)c1c(NC(=O)CN2CCN(C(=O)c3ccco3)CC2)c2cc(C)ccc2n1C,.,6
O=C(CNC(=O)c1ccco1)OCc1c(F)cccc1Cl,-1.1,8
CN(Cc1ccccc1)C(=O)COC(=O)CCNC(=O)c1ccccc1Cl,-0.1,11
COc1ccccc1CN=c1c([N+](=O)[O-])nn(-c2ccc3c(c2)OCCO3)n1O,-2.0,17
Cc1c(C(=O)NC2CCCCC2)sc2ncnc(N3CCN(c4ccccc4)CC3)c12,-1.1,2
O=C(COC(=O)c1cc(-c2cccc3ccccc23)nc2ccccc12)NC1CCS(=O)(=O)C1 (stereo unspecified),-1.8,15
COc1ccccc1C(=O)Nc1ccc(S(=O)(=O)Nc2onc(C)c2C)cc1,0.2,6
O=S(=O)(Cc1ccccc1)/C1=C(\N2CCOCC2)CCCCCC1,-1.2,14
Cn1cc(CN2CCCC(C(=O)c3nccn3C)C2)c(-c2cccc(Cl)c2)n1 (stereo unspecified),0.1,13
O=C(NCCCNC(=O)c1cc(Cl)ccc1Cl)c1ccccn1,1.8,22
CC(C)(C)n1nnnc1CN(Cc1cccnc1)Cc1ccccc1Cl,-0.4,17
CNCCc1ccccn1,.,12
Cc1sc(NC(=O)c2ccco2)c(C(c2cccnc2)N2CCN(CCO)CC2)c1C (stereo unspecified),-1.0,1
Cc1ccc(NC(=O)C(C)Sc2nnc(-c3cccnc3)o2)cc1 (stereo unspecified),0.5,9
O=C1CC2(CCN(C(=O)c3ccccc3Cl)CC2)Oc2ccccc21,-2.5,22
Cc1cc(N2CC(C)OC(C)C2)nc2ccccc12 (stereo unspecified),0.9,14
O=C(C[C@H]1C[C@H](C(=O)N2CCOCC2)[C@@]2(CCC3CCCC3)c3[nH]c4cc(-c5ccco5)ccc4c3CCN2C1=O)NCc1cccc(C(F)(F)F)c1,.,0
S=C(NCCc1ccccn1)Nc1ccc(Cl)cc1,0.7,0
CCCCn1ccnc1C(=O)c1cccc(S(=O)(=O)N2CC(C)CC(C)C2)c1 (stereo unspecified),.,19
COc1ccc(CC(=O)Nc2ccc(S(=O)(=O)Nc3ncccn3)cc2)cc1OC,-2.1,-2
# (list continues)
SMILES,STK33 inh,OX1R antag
O=C(CCSc1ccc(F)cc1)Nc1ccc(-n2cnnn2)cc1,0.1,19
Cc1ccc(N(CC(=O)NCC2CCCO2)C(=O)CCC(=O)Nc2nccs2)cc1 (stereo unspecified),-0.2,13
Cc1nnc(SCC(=O)Nc2nnc(-c3ccccc3)o2)s1,-1.3,21
CC(=O)c1sc(-c2ccccn2)nc1C,0.5,37
CC1CCN(C(=O)c2ccc3c(c2)NC(=O)/C(=C/c2ccccc2)S3)CC1,-0.7,-8
O=C(Nc1ccccc1Cl)c1ccc([N+](=O)[O-])o1,-0.6,52
Cc1cc(C)nc(NS(=O)(=O)c2ccc(NC(=O)COc3ccccc3)cc2)n1,-1.1,0
O=C(CN1CCc2ccccc2C1)Nc1ccc(F)cc1F,-1.7,5
COc1ccc(N(CC(=O)Nc2cc(Cl)ccc2C)S(=O)(=O)c2c(C)noc2C)cc1,-1.6,12
CCOc1ccc(-n2c(SCc3ccc(C(=O)OC)o3)nc3c(c2=O)SCC3)cc1,-2.6,14
Nc1nonc1C(=O)N/N=C/c1ccncc1,0.3,24
COc1ccc2nc(C)cc(SCC(=O)Nc3c(C)cccc3C)c2c1,0.7,10
N#C/C(=C\c1cccs1)C(=O)c1ccccc1Cl,0.3,1
Fc1cc2nc(-c3ccncc3)[nH]c2cc1F,0.3,5
CCC(C(=O)NC1CCCCC1)n1c(SCc2cccc(F)c2)nc2ccncc21 (stereo unspecified),-1.1,3
C/C(=N\NC(=O)c1ccc(O)cc1O)c1cccnc1,3.2,.
Cc1cccc(N2C(=O)CC(N3CCN(c4ccccn4)CC3)C2=O)c1 (stereo unspecified),0.2,8
Cc1cc(C(C)(C)C)c(OC(=O)[C@@H]2OC(c3ccccc3)=C[C@H]2c2ccccc2)c(C(C)(C)C)c1,-1.2,10
O=C(NCCc1ccccc1)c1ccc(CS(=O)Cc2ccc(Cl)cc2)o1 (stereo unspecified),-0.2,7
CC(C)(c1ccccc1)c1ccc(OCC(O)CN2CCCC2)cc1 (stereo unspecified),-1.8,-2
CC(OC(=O)CCN1C(=O)c2cccc([N+](=O)[O-])c2C1=O)C(=O)Nc1cc(Cl)cc(Cl)c1 (stereo unspecified),-1.9,17
CNC(=O)CN(c1cc(C)ccc1C)S(C)(=O)=O,-0.9,4
O=C(O)c1ccc(-n2cncn2)c([N+](=O)[O-])c1,-0.9,19
CC(=O)Nc1ccc(NC(=O)c2oc3cc(C)c(C)cc3c2C)cc1,-1.8,13
COc1cc(C(=O)NC2CCN(Cc3nnnn3Cc3cccs3)CC2)cc(OC)c1OC,-1.5,5
# (continued)
SMILES,STK33 inh,OX1R antag
Fc1ccccc1CSc1nnc(-c2cccnc2)o1,0.0,17
CC(C(=O)Nc1ccccc1)N1CCN(c2ccccn2)CC1 (stereo unspecified),0.4,1
O=C(N/N=C\c1ccc(-c2cccc(Cl)c2)o1)C(=O)NC1CCCC1,-2.1,23
CCc1ccc(C(=O)NNC(=O)CN2C(=O)NC3(CCCC3)C2=O)cc1,0.4,7
CC(=O)c1ccc(N2CCN(S(=O)(=O)c3ccc4c(c3)NC(=O)CO4)CC2)cc1,-1.9,4
C=CCn1c(C(C)NC(=O)CCC)nc2ccccc21 (stereo unspecified),-0.9,10
Cc1cc(Nc2ccc(N3CCOCC3)cc2)c2cccc(C)c2n1,-0.9,11
Cc1ccc(NC(=S)N2CCN(S(C)(=O)=O)CC2)cc1Cl,0.5,8
N#C/C=C\Oc1ccc(Cl)cc1N,1.2,6
Cc1cc(C)n2nc(SCC(=O)N(C)c3c(N)n(Cc4ccccc4)c(=O)[nH]c3=O)nc2n1,-0.4,14
O=C(CSC1=NS(=O)(=O)c2cc(Cl)ccc2N1)Nc1cccc(F)c1,-0.3,25
N#Cc1ccc(S(=O)(=O)NCC(=O)OCC(=O)NCCc2ccccc2)cc1,-0.8,8
CN(C(=O)CSc1nc(-c2ccccc2)c(-c2ccccc2)o1)C1CCS(=O)(=O)C1 (stereo unspecified),0.0,13
O=C(COC(=O)c1ccc(Cl)c(S(=O)(=O)NCc2ccccc2)c1)NC1CC1,-0.7,8
CN(C)S(=O)(=O)c1ccc(Cl)c(NC(=O)COC(=O)c2cc(-c3ccccc3)nc3ccccc23)c1,-1.3,11
O=C(Cn1cc(CCO)nn1)N1CCNCC1,-0.5,31
Cc1ccccc1NS(=O)(=O)c1cc(C(=O)NCCSC2CCCCC2)ccc1C,0.2,21
COc1cc2c(cc1OC)C(c1cc3cc(C)ccc3[nH]c1=O)N(C(=O)c1ccco1)CC2 (stereo unspecified),-0.7,12
N#Cc1ccc(C(=O)NCCCSc2ccccc2)cc1,-1.6,7
O=c1oc2ccccc2c(Nc2ccc(Cl)cc2)c1[N+](=O)[O-],-0.5,21
Cc1csc(NC(=O)CSc2nc3[nH]ncc3c(=O)[nH]2)n1,-1.3,19
Cc1cc(=O)[nH]c(N/N=C/CCc2ccccc2)n1,-1.1,8
CCCn1nnc(NC(=O)C(C)C)n1,-0.9,10
O=C(Nc1nc(-c2ccccn2)cs1)c1ccc(-c2ccccc2F)o1,-0.6,23
O=C1NC2(C=Cc3c(ccc4ccccc34)O2)Oc2ccccc21 (stereo unspecified),-1.1,22

# An excerpt of these results, bar-delimited:
SMILES | STK33 inh | OX1R antag
N#C/C=C\Oc1ccc(Cl)cc1N | 1.2 | 6
Cc1cc(C)n2nc(SCC(=O)N(C)c3c(N)n(Cc4ccccc4)c(=O)[nH]c3=O)nc2n1 | -0.4 | 14
O=C(CSC1=NS(=O)(=O)c2cc(Cl)ccc2N1)Nc1cccc(F)c1 | -0.3 | 25
N#Cc1ccc(S(=O)(=O)NCC(=O)OCC(=O)NCCc2ccccc2)cc1 | -0.8 | 8

# Further structures
SMILES,STK33 inh,OX1R antag
Cc1cccc(CN2CCC(n3nccc3NC(=O)CCCc3ccccc3)CC2)n1,-0.2,16
Cn1c(N)c(C(=O)COC(=O)CCc2nc3ccccc3s2)c(=O)n(C)c1=O,-0.9,10
Cc1ccc(S(=O)(=O)N2CCCC(C(=O)NCc3ccccn3)C2)cc1 (stereo unspecified),-1.2,20
O=c1c2c3c(sc2n2c(=S)[nH]nc2n1-c1ccccc1)CCC3,0.8,8
O=C(Nc1cccc(Cl)c1)Nc1nnc(-c2ccncc2)s1,-0.2,62
CC(=O)Nc1ccc(NC(=O)CSc2ccc(-c3ccc(-n4ccnc4)cc3)nn2)cc1,0.0,10
S=C(Nc1ccc(Cl)cc1)NC1CCN(Cc2ccccc2)CC1,-1.7,3
CC(C)Cc1cc(C(=O)N2CCN(c3ccc(F)cc3)CC2)no1,-0.4,3
O=C1CN(c2ccc(Br)cc2)C(=O)N1CC(=O)N1CCCc2ccccc21,0.3,11
CCN(CC)S(=O)(=O)c1cc(NS(=O)(=O)c2cccc(Cl)c2)ccc1C,-0.5,43
COc1ccc(NS(=O)(=O)c2cc(NC(=O)CC(=O)c3ccc([N+](=O)[O-])cc3)ccc2C)cc1,-0.1,9
CN(C)S(=O)(=O)n1cnc(C(CCO)c2ncn(S(=O)(=O)N(C)C)c2CCCO)c1 (stereo unspecified),-3.3,5
COc1cc(NS(=O)(=O)c2ccc(C)cc2)ccc1-n1cnnn1,1.0,3
CCN(C(=S)Nc1ccc(Oc2ccccc2)cc1)c1ccccc1,-0.1,1
NC(=O)c1ccc(NCC2COc3ccccc3O2)c([N+](=O)[O-])c1 (stereo unspecified),0.0,58
Cc1ccc(C2CC(=O)c3cnc(N4CCc5ccccc5C4)nc3C2)cc1 (stereo unspecified),-0.8,7
COc1ccc(NC(=O)c2ccccc2NC(=O)C2CC=CCC2C(=O)O)cc1 (stereo unspecified),0.4,.
CCN1CCC(Nc2ccnc3cc(Cl)ccc23)CC1,-0.9,7
CCc1c(C)c2ccc(OC(C)C(=O)NC(Cc3c[nH]c4ccc(O)cc34)C(=O)O)c(C)c2oc1=O (stereo unspecified),1.0,10
CSc1ccc(C2=CC(=O)C[C@H](c3ccc(Cl)cc3)C2)cc1,-1.2,8
CSc1ccc(CN2CCN(C(=O)c3ccncc3)CC2)cc1,-0.1,17
COc1ccc(Oc2c(C)oc3cc(OC(=O)N4CCOCC4)ccc3c2=O)cc1,0.5,1
Cc1ccc(C)n1-c1ccc(N(C)C)cc1,-2.9,12
Cc1cc(C)cc(OCC(=O)NCCN2CCOCC2)c1,-1.3,12
Cc1ccc(SCc2ccc(C(=O)Nc3cc([N+](=O)[O-])ccc3C)cc2)cc1,-0.1,12

# As entered above:
# O=C(Cn1cc(CCO)nn1)N1CCNCC1 in OX1R antag is entered as 31
# Fc1cc2nc(-c3ccncc3)[nH]c2cc1F in STK33 inh is entered as 0.3
# Cc1ccccc1NS(=O)(=O)c1cc(C(=O)NCCSC2CCCCC2)ccc1C in OX1R antag is entered as 21

# Following part
SMILES,STK33 inh,OX1R antag
CCOC(=O)CN(C)Cc1c[nH]c2ccccc12,-0.4,7
COc1ccc(CCNC(=O)C2CCCN2C(=O)Nc2cccc(OC)c2)cc1 (stereo unspecified),0.3,3
COc1ccc(NC(=O)C2CCN(c3cnccn3)CC2)cc1OC,-1.5,11
Cc1nonc1NC(=O)c1oc2ccc(F)cc2c1C,-2.7,-2
COc1ccc(NC(=O)c2ccc3c(c2)n(C)c(=O)n3C)cc1,0.4,13
O=C(c1ccccc1Cl)N(Cc1ccccc1F)N1C(=O)CCCC1=O,0.3,8
COc1ccc(C2N(c3ccc(Cl)cc3)C(=O)C3CCCN32)cc1 (stereo unspecified),-0.4,14
CC(C)(C)C(=O)Nc1ccc(C(=O)N/N=C/c2ccccc2OC(=O)c2ccc(Cl)cc2)cc1,0.3,14
O=C(Nc1ccccc1-c1ccccc1)C12CC3CC(CC(C3)C1)C2,-0.7,26
O=C(O)c1cc(Nc2nc(N3CCOCC3)nc(N3CCOCC3)n2)ccc1Cl,-0.6,12
O=C(COC(=O)c1nc(Cl)ccc1Cl)NNC(=O)c1cccs1,-0.9,7
COc1ccc(CNC(=S)NCc2ccc(Cl)cc2)cc1OC,-1.1,21
CC1=CC(C)(C)NC(=S)N1c1ccc(C)cc1,-2.4,21
CN(C)S(=O)(=O)c1ccc(C(=O)NCCSc2ccccc2)cc1,-1.8,-3
CCc1nnc(NC(=O)c2ccc(-c3ccc([N+](=O)[O-])cc3Cl)o2)s1,-2.0,24
COc1cccc2sc(=NC(=O)CS(=O)(=O)c3ccc(Cl)cc3)n(C)c12,-0.9,14
O=C1C=C(/C=C/c2ccccc2)C[C@@H](c2ccc(F)cc2)C1,-0.4,1
CCC1CCCCN1CCCNC(=O)CN1C(=O)COc2ccc(S(=O)(=O)N3CCOCC3)cc21 (stereo unspecified),-1.2,11

# Profiles, quoted from the list. Values in the order: STK33 inh	OX1R antag
# O=C(O)c1cc(Nc2nc(N3CCOCC3)nc(N3CCOCC3)n2)ccc1Cl in the list: -0.6	12
# COc1cccc2sc(=NC(=O)CS(=O)(=O)c3ccc(Cl)cc3)n(C)c12 in the list: -0.9	14
# COc1ccc(CCNC(=O)C2CCCN2C(=O)Nc2cccc(OC)c2)cc1 (stereo unspecified) in the list: 0.3	3
# CCc1nnc(NC(=O)c2ccc(-c3ccc([N+](=O)[O-])cc3Cl)o2)s1 in the list: -2.0	24
# O=C(c1ccccc1Cl)N(Cc1ccccc1F)N1C(=O)CCCC1=O in the list: 0.3	8
